Pax4 gene expression: activators of Pax4 gene expression, primary screen, RT-PCR, mouse alpha TC1 cells, single point (AID 1053180) | mouse alpha TC1 cells, Pax4 mRNA qPCR, 6 days; stronger effect = higher value; 100% = Pax4 plasmid added at qPCR | activation, % at 10 µM | 0.2% of 9,600 active;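 active = highest normalized replicate activity of 15 or more, or at least half the replicates reach 15 or more; inactive = neither condition met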;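 also: pax4 Ct normalized to GAPDH with activation seen as lower delta delta Ct; plate controls were plate neutral control wells for no effect and Pax4 plasmid positive control for full effect; each compound tested in two replicate wells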
DLD1 CTGF mRNA: reduction of CTGF mRNA in DLD1 cells – DLD1 colon cancer cells, RT-qPCR, single point, primary screen (AID 743449); 0.9% of 9,900 active; DLD1 CTGF mRNA qPCR, 24 h; stronger effect = higher value; inhibition, % at 12.5 µM;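 active = mean normalized replicate activity at least 50 and at least half of replicates each reaching 50; inconclusive = only one of the two criteria met; inactive = neither criterion met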;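 also: 0% = neutral control wells and 100% = dasatinib control wells; higher means stronger suppression of CTGF expression like dasatinib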
* hit, by the source's call; ? = inconclusive; · = no result given; & = joins results of further samples.

SMILES	Pax4 gene expression	DLD1 CTGF mRNA
O=C(NCc1cc(F)cc(F)c1)[C@H]1[C@H](CO)[C@H]2Cn3c(cccc3=O)[C@@H]1N2C(=O)c1cnccn1	0.0	-33
Cc1ccccc1S(=O)(=O)N1C[C@@H]2N[C@H](C1)C2c1ccc(/C=C/c2ccccc2)cc1 (stereo partly specified)	0.2	-89
C[C@@H]1CN([C@H](C)CO)C(=O)Cc2cc(NC(=O)CCCCCC(=O)Nc3ccccc3N)ccc2O[C@@H]1CN(C)S(=O)(=O)c1cccs1	0.0	33
C[C@H](CO)N1C[C@H](C)[C@H](CN(C)S(C)(=O)=O)Oc2ccc(NC(=O)NC3CCCCC3)cc2C1=O	0.0	28
CCC(=O)N1[C@@H]2c3ccc(-c4ccccc4F)c(=O)n3C[C@H]1[C@H](CO)[C@H]2C(=O)NC1CCC1	0.0	-13
CN(C)C(=O)C[C@@H]1CC[C@@H]2[C@H](COc3ccc(NC(=O)C4CCCCC4)cc3C(=O)N2C)O1	0.0	9
COc1ccccc1S(=O)(=O)N[C@@H]1C=C[C@@H](CC(=O)N2CCOCC2)O[C@@H]1CO	0.0	19
CC(C)C#Cc1ccc([C@@H]2[C@H]3CN(C(=O)c4ccc5c(c4)OCO5)CC(=O)N3[C@H]2CO)cc1	0.0	37
Cc1ccccc1NC(=O)C[C@H]1CC[C@H]2[C@@H](COc3ccc(NC(=O)NC(C)C)cc3C(=O)N2C)O1	0.0	-24
COc1ccc(C#Cc2ccc3c(c2)[C@H]2[C@H](CCN2Cc2nccs2)[C@H](CO)N3)cc1	0.0	-75
COCC(=O)Nc1ccc2c(c1)OC[C@@H](C)N(Cc1ccccc1C(=O)O)C[C@@H](C)[C@H](OC)CN(C)C2=O	0.0	6
Cc1ccc(-c2ccc([C@H]3[C@@H](CO)N4C(=O)CN(C(=O)NC(C)C)C[C@@H]34)cc2)cc1	0.0	3
COc1ccc2c3c([nH]c2c1)[C@H](CO)N(C(=O)CN1CCOCC1)CC31CCN(CC2CCCC2)CC1	0.0	1
COc1ccc(CN(C)C[C@H]2Oc3ccc(NC(=O)Nc4ccc5c(c4)OCO5)cc3CC(=O)N([C@@H](C)CO)C[C@@H]2C)cc1	0.0	-65
CO[C@@H]1CC[C@@H]2CCOc3c(C#N)cccc3C(=O)N(C)CCCC(=O)N(C)C[C@@H]1O2	0.0	-22
O=C(CC1CC1)N1CC(=O)N2[C@H](CO)[C@@H](c3ccc(C#Cc4cccc(F)c4)cc3)[C@@H]2C1	0.0	30
CCCNC(=O)Nc1ccc2c(c1)C(=O)N(C)C[C@H](OC)[C@@H](C)CN(C)[C@@H](C)CO2	0.0	13
CC(C)NC(=O)N1CC(=O)N2[C@H](CO)[C@H](c3ccc(/C=C/c4ccccc4)cc3)[C@@H]2C1	0.0	12
Cc1noc(C)c1S(=O)(=O)N(C)C[C@H]1Oc2ccc(NC(=O)c3ccncc3)cc2CC(=O)N([C@H](C)CO)C[C@H]1C	0.0	-64
CO[C@@H]1CN(C)C(=O)c2cc(NC(=O)c3ccc(F)cc3)ccc2OC[C@H](C)N(C(=O)CC2CC2)C[C@H]1C	0.0	0
COc1ccc(-c2ccccc2[C@H]2[C@@H](CO)N(C(=O)c3cccnc3)[C@H]2C#N)cc1	0.0	-17
COc1ccc2c3c([nH]c2c1)[C@H](CO)N(C(=O)C1CC1)CC31CCN(C(=O)c2ccncc2)CC1	0.0	1
CC(C)NC(=O)Nc1cccc2c1O[C@H](CN(C)C(=O)Nc1ccccc1)[C@H](C)CN([C@H](C)CO)C2=O	0.0	-14
C[C@@H]1CCCCO[C@@H](CN(C)Cc2ccncc2)[C@@H](C)CN([C@H](C)CO)C(=O)c2cc(NS(=O)(=O)c3ccc(Cl)cc3)ccc2O1	0.0	-8
CCC(=O)N1CC(=O)N2[C@@H](CO)[C@H](c3ccc(C#CCC(C)C)cc3)[C@@H]2C1	0.0	19

Another view of some results above:
mol | Pax4 gene expression | DLD1 CTGF mRNA
CC(C)C#Cc1ccc([C@@H]2[C@H]3CN(C(=O)c4ccc5c(c4)OCO5)CC(=O)N3[C@H]2CO)cc1 | 0.0 | 37
CC(C)NC(=O)Nc1cccc2c1O[C@H](CN(C)C(=O)Nc1ccccc1)[C@H](C)CN([C@H](C)CO)C2=O | 0.0 | -14
COc1ccccc1S(=O)(=O)N[C@@H]1C=C[C@@H](CC(=O)N2CCOCC2)O[C@@H]1CO | 0.0 | 19
C[C@@H]1CCCCO[C@@H](CN(C)Cc2ccncc2)[C@@H](C)CN([C@H](C)CO)C(=O)c2cc(NS(=O)(=O)c3ccc(Cl)cc3)ccc2O1 | 0.0 | -8
Cc1ccc(-c2ccc([C@H]3[C@@H](CO)N4C(=O)CN(C(=O)NC(C)C)C[C@@H]34)cc2)cc1 | 0.0 | 3
COc1ccc(-c2ccccc2[C@H]2[C@@H](CO)N(C(=O)c3cccnc3)[C@H]2C#N)cc1 | 0.0 | -17
CO[C@@H]1CC[C@@H]2CCOc3c(C#N)cccc3C(=O)N(C)CCCC(=O)N(C)C[C@@H]1O2 | 0.0 | -22

(continued)
SMILES	Pax4 gene expression	DLD1 CTGF mRNA
O=C(C1CCCCC1)N1C[C@@H]2N[C@H](C1)C2c1ccc(-c2ccccc2F)cc1 (stereo partly specified)	0.0&0.2	-34&3
C/C=C/c1ccc([C@H]2[C@H](CO)N(C(C)=O)[C@H]2CN(CC)C(=O)CN(C)C)cc1	0.0	0
C[C@H]1CNC(=O)[C@@H](Cc2ccc(C(F)(F)F)cc2)CCn2nncc2COC1	8.0*	16
CCC(=O)N(CC(C)C)C[C@@H]1[C@@H](c2ccccc2)[C@H](CO)N1C(=O)C1CCC1	0.0	3
COc1cccc(CNC(=O)C[C@H]2CC[C@H]3[C@H](COc4ccc(NS(=O)(=O)c5ccccc5F)cc4C(=O)N3C)O2)c1	0.0	-9
CN1c2ccc(Br)cc2[C@@H]2[C@@H](CCN2C(=O)C2CCC2)[C@@H]1CO	0.0	3
CCCNC(=O)N1C[C@@H]2[C@H](c3ccccc31)[C@H](CO)N2Cc1cccc(OC)c1	0.0	-13
N#C[C@H]1[C@@H](c2ccccc2C2=CCCCC2)[C@@H](CO)N1S(=O)(=O)c1ccccc1	0.0	-41
O=C1[C@H](Cc2ccc(C(F)(F)F)cc2)CCn2nncc2COC[C@@H]2CCCCN12	0.1	21
N#C[C@H]1[C@@H](c2ccc(/C=C/c3ccccc3)cc2)[C@@H](CO)N1C(=O)Cc1ccccn1	0.0	-4
C[C@H](CO)N1C[C@H](C)[C@H](CN(C)Cc2ccc3c(c2)OCCN3C)OCc2ccccc2-c2ccccc2C1=O	0.0	-137
Cc1noc(C)c1S(=O)(=O)Nc1ccc2c(c1)CC(=O)N([C@H](C)CO)C[C@H](C)[C@@H](CN(C)Cc1ccc(Oc3ccccc3)cc1)O2	0.1	-37
CN1C(=O)c2cc(NC(=O)c3cccc(F)c3)ccc2OC[C@H]2O[C@H](CC(=O)NCC3CCCCC3)CC[C@@H]21	0.0&0.0	30&-11
COc1ccc(S(=O)(=O)Nc2ccc3c(c2)C(=O)N([C@H](C)CO)C[C@H](C)[C@H](CN(C)S(=O)(=O)c2ccc(Cl)cc2)OCCCC[C@H](C)O3)cc1	0.0	14
CNC[C@@H]1OCc2cnnn2CCCC(=O)N([C@@H](C)CO)C[C@@H]1C	0.0	-66
C[C@H]1CN([C@@H](C)CO)C(=O)CCCn2cc(nn2)CO[C@H]1CN(C)Cc1ccccc1	0.0	-12
CN1CCCCN2[C@H](CO)[C@@H](c3ccc(-c4ccc(F)cc4)cc3)[C@H]2C1	0.0	-15
CO[C@H]1CN(C)C(=O)c2cc(NC(=O)NC(C)C)ccc2OC[C@H](C)N(C(=O)CN(C)C)C[C@@H]1C	0.0	-15
CN1C(=O)c2cc(NC(=O)c3ccc(F)c(F)c3)ccc2OC[C@H]2O[C@H](CC(=O)N3CCCCC3)CC[C@H]21	0.0	9
O=C(CC1CC1)NC[C@H]1N[C@H](CO)[C@@H]1c1ccc(-c2ccc(F)cc2)cc1	0.0	11
COc1ccc(NC(=O)N(C)C[C@@H]2OCCCC[C@H](C)Oc3ccc(NC(=O)c4ccncc4)cc3C(=O)N([C@H](C)CO)C[C@H]2C)cc1	0.0	12
Cc1noc(C)c1S(=O)(=O)N(C)C[C@@H]1Oc2c(NC(=O)c3ccc(-c4nccs4)cc3)cccc2C(=O)N([C@@H](C)CO)C[C@H]1C	0.0	22
CCCNC(=O)N1CC(=O)N2[C@H](CO)[C@H](c3ccc(C#CCC4CCCC4)cc3)[C@H]2C1	0.0	7
COc1ccc(S(=O)(=O)N(C)C[C@@H]2Oc3c(cccc3N(C)C)C(=O)N([C@H](C)CO)C[C@H]2C)cc1	0.0	25
C[C@H](NC(=O)C[C@H]1C[C@@H]2c3cc(NS(=O)(=O)c4ccc(F)cc4)ccc3O[C@@H]2[C@H](CO)O1)c1ccccc1	0.0	4
SMILES	Pax4 gene expression	DLD1 CTGF mRNA
COc1ccc(NC(=O)N(C)C[C@H]2Oc3c(NC(=O)CCCCCC(=O)Nc4ccccc4N)cccc3C(=O)N([C@@H](C)CO)C[C@@H]2C)cc1	0.0	31
CCC(=O)Nc1ccc2c(c1)OC[C@@H](C)N(Cc1ccccc1)C[C@H](C)[C@H](OC)CN(C)C2=O	0.0	-22
COCCNC(=O)C[C@H]1C[C@@H]2c3cc(NC(=O)CN(C)C)ccc3O[C@@H]2[C@@H](CO)O1	0.0	2
C[C@H](CO)N1C[C@H](C)[C@H](CN(C)Cc2cccnc2)Oc2ncc(-c3ccc(C#N)cc3)cc2C1=O	0.0	11
C[C@H](CO)N1C[C@H](C)[C@@H](CN(C)S(C)(=O)=O)Oc2ccc(NC(=O)Nc3ccc(F)cc3)cc2CC1=O	0.0	-8
COc1ccccc1-c1ccc([C@@H]2[C@@H](CO)N(CC3CC3)C23CN(S(C)(=O)=O)C3)cc1	·	-25
COc1cccc(C#Cc2ccc3c(c2)O[C@@H](CN(C)C(=O)CN2CCOCC2)[C@@H](C)CN([C@H](C)CO)S3(=O)=O)c1	0.0	8
CC(C)NC(=O)N(C)C[C@@H]1Oc2c(NS(=O)(=O)c3cccs3)cccc2C(=O)N([C@@H](C)CO)C[C@@H]1C	0.0	13
CN1C(=O)c2cc(NC(=O)c3cnccn3)ccc2OC[C@@H]2O[C@H](CC(=O)N[C@@H]3CCN(Cc4ccccc4)C3)CC[C@H]21	0.0	-2
Cc1noc(C)c1NC(=O)Nc1ccc2c(c1)C(=O)N([C@H](C)CO)C[C@@H](C)[C@H](CN(C)Cc1ccc3c(c1)OCO3)OCCCC[C@@H](C)O2	0.0	-1
Cc1noc(C)c1S(=O)(=O)Nc1ccc2c(c1)C(=O)N([C@H](C)CO)C[C@@H](C)[C@@H](CN(C)C(=O)Nc1cccc3ccccc13)OCCCC[C@@H](C)O2	0.0	-25
Cc1noc(C)c1NC(=O)N[C@H]1C=C[C@H](CC(=O)Nc2ccc(-c3ccccc3)cc2)O[C@H]1CO	0.0	2
C[C@H](CO)N1C[C@H](C)[C@H](CN(C)Cc2cccc3c2OCCCO3)OCc2ccccc2-c2ccccc2C1=O	0.0	28
O=C(Nc1ccc(Cl)cc1)N1C[C@H]2[C@@H](c3ccccc31)[C@@H](CO)N2CC1CCCCC1	0.0	11
CC(C)C(=O)Nc1ccc2c(c1)C(=O)N(C)[C@@H]1CC[C@@H](CC(=O)NCCc3ccccc3)O[C@@H]1CO2	0.0	-67
O=C(c1cccc(F)c1)N1CC(=O)N2[C@H](CO)[C@H](c3ccc(/C=C/c4ccccc4)cc3)[C@@H]2C1	0.0	28
N#C[C@H]1[C@H](c2ccccc2-c2ccccc2F)[C@@H](CO)N1C(=O)Cc1ccccc1	0.0	4
N#C[C@@H]1[C@@H](c2ccc(C3=CCCCC3)cc2)[C@@H](CO)N1S(=O)(=O)c1ccccc1	0.0	-73
O=C(Nc1ccc2c(c1)[C@@H]1C[C@@H](CC(=O)N3CCOCC3)O[C@H](CO)[C@@H]1O2)Nc1ccccc1F	0.0	-10
Cc1noc(C)c1NC(=O)N(C)C[C@@H]1OCc2cn(nn2)CCCC(=O)N([C@@H](C)CO)C[C@@H]1C	0.0	?
Cc1noc(C)c1S(=O)(=O)Nc1ccc2c(c1)C(=O)N([C@@H](C)CO)C[C@H](C)[C@H](CN(C)Cc1ccc(C(=O)O)cc1)OCCCC[C@@H](C)O2	0.0	-14
CN1C(=O)c2cc(NS(=O)(=O)c3ccccc3F)ccc2OC[C@H]2O[C@H](CC(=O)NC3Cc4ccccc4C3)CC[C@H]21	0.0	-2
COc1ccccc1-c1cnc2c(c1)C(=O)N([C@H](C)CO)C[C@@H](C)[C@@H](CN(C)C(=O)CC1CC1)O2	0.0	10
CN(C)C(=O)C[C@H]1CC[C@@H]2[C@H](COC[C@H](O)CN2S(=O)(=O)c2ccccc2Cl)O1	0.0	-19
CC[C@H]1C/C=C\C[C@@H](c2ccccc2)NC(=O)CCC(=O)N1	0.0	1
C[C@H](CO)N1C[C@H](C)[C@H](CN(C)Cc2ccccc2)Oc2ccc(NC(=O)Nc3ccccc3)cc2C1=O	0.0	-7
Cc1ccccc1-c1ccc(C2[C@@H]3CN(Cc4cocn4)C[C@H]2N3)cc1 (stereo partly specified)	0.1&0.0	-30&-73
COc1ccc(NC(=O)N2CCC3(CC2)CN(C(=O)c2cccnc2)[C@H](CO)c2[nH]c4cc(OC)ccc4c23)cc1	0.0	-4

Screening results from PubChem BioAssay.

An excerpt; the hit share may differ from the screen's.
